Screening data from PubChem BioAssay.
CaV13 FRET inh = Primary screen for inhibitors of IQ motif and Ca2+-dependent inactivation inhibitor domain binding in CACNA1D, Förster resonance energy transfer in living cells, …. HEK cells, CFP/YFP FRET ICDI-IQ, plate reader, 10 min; percent FRET-ratio fall versus neutral wells. inhibition, % at 12.3 µM. actives 0.098% (n = 340,000);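 active = mean replicate inhibition of at least 30% and at least 1% of replicates passing that level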;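 also: 0% = median of the neutral control wells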
MC4R barr agon = human MC4R agonism via beta-arrestin; activation, % at 8.9 µM; U2OS MC4R beta-arrestin complementation, luminescence; percent of melanotan II response, DMSO zero; P32245; actives 0.98% (n = 360,000);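 active = activation above a per-plate cutoff, the mean activation of sample wells on that plate plus 3 SD, cut at about 8% in these data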
Target sequence (P32245 whole entry, looked up): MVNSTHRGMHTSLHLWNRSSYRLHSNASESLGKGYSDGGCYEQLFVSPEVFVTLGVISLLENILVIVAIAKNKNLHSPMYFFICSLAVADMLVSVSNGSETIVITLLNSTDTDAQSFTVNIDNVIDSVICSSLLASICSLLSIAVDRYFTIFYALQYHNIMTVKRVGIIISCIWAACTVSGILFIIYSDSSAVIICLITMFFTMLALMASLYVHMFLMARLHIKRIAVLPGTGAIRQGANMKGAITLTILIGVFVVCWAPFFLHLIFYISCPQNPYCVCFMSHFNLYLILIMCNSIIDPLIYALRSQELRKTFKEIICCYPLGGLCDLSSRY
aDG glyco up = alpha-DG glycosylation activation | Pro5-aDG cells, alpha-DG glycosylation AlphaScreen (IIH6); 0% Pro5, 100% B10-LARGE cell signal | activation, % at 10 µM | actives 0.22% (n = 360,000);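 active = activation of at least 8% versus controls, or a plate z-score of at least 8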;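 also: Pro5 are CHO cells carrying HIG-tagged alpha-DG that lacks glycosylation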
PDI turbidity = blocks human protein disulfide isomerase activity | P07237 | PDI insulin aggregation turbidity, A650, 90 min | inhibition, % at 10 µM | actives 0.052% (n = 350,000) | AID 588391;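 active = mean inhibition across replicates of 30% or more, whatever share of single replicates reach that level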;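 also: absorbance from insulin aggregation driven by PDI reduction with DTT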
H9c2 protect = protects H9c2 cardiomyocytes from peroxide injury. H2O2 injury protection, ATPLite, 2 h. protection from H2O2 cell death, % at 20 µM. actives 0.63% (n = 360,000). AID 588492;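 active = compounds giving at least 50% protection of heart cells from peroxide-induced death in the single-dose screen, raw or plate-pattern-corrected value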;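 also: 0% = DMSO wells with peroxide and 100% = DMSO wells without peroxide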
MC4R antag cAMP = antagonists of human melanocortin 4 receptor (MC4R). P32245. inhibition, % at 6.5 µM. MC4R-expressing cells, MTII-stimulated cAMP, LANCE TR-FRET. actives 0.48% (n = 360,000). AID 540295;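 active = inhibition above its plate's cutoff, the mean of tested wells on that plate plus 3 SD, cut at about 29% in these data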;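 also: 0% = Melanotan II alone and 100% = Melanotan II plus saturating MCL0020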
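Assay system: U2OS cells stably expressing human melanocortin 4 receptor (MC4R) / Dosing: 6.5 µM / Timing: compound 30 min, challenge 1 h, detection 1 h / Measured by: Eu-cAMP/anti-cAMP TR-FRET, emission 671 nm / Replicates: singlicate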
Vif inh = inhibitors of HIV Vif | HEK293T cells, Vif self-association by quenched fluorescence, imaging, 24 h | inhibition, % at 7.49 µM | actives 0.35% (n = 340,000) | AID 602346; in the data active = inhibition above about 50%, passing the limit was not always enough; also: some results filed as inactive read as strong as hits
ABCB6 inh MLPCN = human ABCB6 transporter inhibition | AID 602162 | Q9NP58 | K562-ABCB6 porphyrin accumulation, flow cytometry, 1 h; hits give low values | actives 0.19% (n = 360,000) | fluorescence ratio to DMSO, % at 10 µM;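 active = fluorescence ratio to DMSO below 75%, the collection mean minus 3 SD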;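 also: signal is porphyrin accumulated inside mitochondria; 100% equals median channel fluorescence of DMSO control wells; lower ratio means ABCB6 inhibition with less porphyrin fluorescence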
N-glyco inh = N-linked glycosylation inhibition | D54 ERlucT glycosylation luciferase reporter, 24 h; percent of 100 nM tunicamycin response | actives 0.23% (n = 360,000) | AID 588692 | reporter increase, % at 12.5 µM;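 active = mean luciferase reporter signal, scaled so untreated is 0 and the glycosylation-blocking control 100, at or above a set limit in every replicate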;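 also: luciferase carries N-glycosylation sites so blocking glycosylation raises the light; 0% = median of neutral control wells and 100% = median of 100 nM tunicamycin wells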
HTR2A ag = activates the mouse 5-HT2A serotonin receptor | P35363 | CHO-K1 mHTR2A beta-arrestin complementation, luminescence; percent of 30 µM serotonin response | activation, % at 7.6 µM | actives 0.66% (n = 360,000);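 active = activation above a run cutoff, the mean activation of all tested compounds plus 3 SD, cut at about 14% in these data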;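 also: 0% = plate median of compound wells and 100% = 30 µM serotonin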
Target sequence (P35363 whole entry, looked up): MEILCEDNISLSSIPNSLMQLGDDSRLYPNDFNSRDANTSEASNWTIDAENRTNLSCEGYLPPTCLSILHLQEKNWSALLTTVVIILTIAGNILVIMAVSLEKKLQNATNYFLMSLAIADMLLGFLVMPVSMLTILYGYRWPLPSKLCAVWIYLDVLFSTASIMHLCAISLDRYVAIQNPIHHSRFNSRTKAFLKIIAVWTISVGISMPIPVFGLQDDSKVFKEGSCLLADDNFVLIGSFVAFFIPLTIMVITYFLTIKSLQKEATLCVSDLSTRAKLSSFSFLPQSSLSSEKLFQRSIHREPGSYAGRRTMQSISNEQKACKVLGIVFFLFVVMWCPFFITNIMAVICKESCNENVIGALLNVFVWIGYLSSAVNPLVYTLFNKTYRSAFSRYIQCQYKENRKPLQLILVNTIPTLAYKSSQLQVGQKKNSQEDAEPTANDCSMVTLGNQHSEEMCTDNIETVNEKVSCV
* = called active by the depositor; . = not tested or not shown; & = joins results of further samples.

#1 CSCCC(NS(=O)(=O)c1ccc(C)cc1)C(=O)NCCc1c[nH]c2ccccc12 (stereo not drawn)
#2 COc1ccccc1CNC(=O)C1CCN(S(=O)(=O)c2ccc3nc4c(c(C(=O)O)c3c2)CCCC4)CC1
#3 COc1ccc([C@H]2CC(=O)C[C@@H](CCn3cc(C(C)C)nn3)O2)cc1
#4 CCCn1c2ccccc2c2cnn(CC(=O)N(CC)CC)c(=O)c21
#5 COc1ccc(C2C(C(=O)N3CCOCC3)=C(C)NC3=C2C(=O)CC(C)(C)C3)c(OC)c1 (stereo not drawn)
#6 O=C(COc1ccc(Cl)cc1)NCc1nnc(SCC(=O)N2CCCc3ccccc32)o1
#7 CCOC(=O)C1CCN(C(=O)/C(=C/c2ccccc2)NC(=O)c2ccccc2)CC1
#8 Cc1cc(C)cc(NC(=O)COC(=O)CCCNC(=O)c2ccc(Cl)cc2)c1
compound no.	1	2	3	4	5	6	7	8
CaV13 FRET inh	.	-3	-9	-15	-4	-3	-6	-3
MC4R barr agon	-3.3	-2.2	.	-2.5	-1.4	-2.5	0.6	1.3
aDG glyco up	0.1	-0.2	-0.1	0.0	0.0	0.1	0.0	0.0
PDI turbidity	-7	1	.	-4	2	2	10	-6
H9c2 protect	0	1	.	-2	1	-12	15	0
MC4R antag cAMP	-4	4	.	-4	0	9	2	12
Vif inh	-7	10	.	-1	1	-7	-7	4
ABCB6 inh MLPCN	100	100	119	101	99	85	111	97
N-glyco inh	-2	2	.	1	1	-4	1	1
HTR2A ag	1	0	-4	6	-3	1	11	-5

#9 Cn1nc(C(=O)N2CCN(C(c3ccccc3)c3ccccc3)CC2)c2ccccc2c1=O
#10 CC(C)(C)OC(=O)N1CCC(C(=O)N[C@H](C(=O)O)c2ccccc2)(c2ccccc2)CC1
#11 COC(=O)c1cn(Cc2ccc(C(F)(F)F)cc2)cc(F)c1=O
#12 CC(=O)c1cc(CN2CCC(N3CCC(C(=O)NC(C)C)CC3)CC2)cs1
#13 CCC(=O)Oc1ccc(/C(CC)=C(\CC)c2ccc(OC(=O)CC)cc2)cc1
#14 CC1=CC(C)(C(Cl)(Cl)Cl)C(C)=CC1=NO (stereo not drawn)
#15 O=C(CN1CCOCC1)Nc1ccc(Br)cn1
#16 O=C(NCCc1ccccc1)C1CCN(C(=O)Nc2ccccc2)CC1
compound no.	9	10	11	12	13	14	15	16
CaV13 FRET inh	-5	-5	-4	-17	-6	-6	.	-7
MC4R barr agon	-2.2	-1.8	1.4	2.4	0.5	1.2	-3.2	-2.0
aDG glyco up	0.0	0.1	-0.2	0.2	0.1	0.0	-0.1	0.2
PDI turbidity	10	-4	0	-2	8	4	0	-3
H9c2 protect	-3	11	-3	0	-22	-6	-2	6
MC4R antag cAMP	5	-2	1	15	12	15	-6	6
Vif inh	.	0	5	-4	-2	2	.	-10
ABCB6 inh MLPCN	100	87	99	107	100	99	96	98
N-glyco inh	-3	0	3	2	0	-4	2	0
HTR2A ag	-4	4	3	1	-3	7	10	0

#17 COc1ccc(C2=NS(=O)(=O)N(C)C(C(=O)N(C)Cc3ccccc3)=C2)cc1OC
#18 COc1ccccc1CNC1CCCc2ccccc21 (stereo not drawn)
#19 COC(=O)CSc1nnc(SCc2ccc(Cl)cc2)s1
#20 Cc1ccc(NC(=O)C(CC(C)C)NC(N)=O)cc1 (stereo not drawn)
#21 CCC(C)N1C(=O)N(c2cccc(Cl)c2)C(C)(O)CC1(C)C (stereo not drawn)
#22 C=CCOC(=O)C1=C(C)Nc2nnnn2C1c1cccc(OC)c1OC (stereo not drawn)
#23 OCC(O)/C=N/Nc1nc(N2CCCCC2)nc(N2CCCCC2)n1 (stereo not drawn)
#24 COC(=O)c1ccc(-c2ccc(/C=N/NC(=O)CC3(C)OCCCO3)o2)cc1
compound no.	17	18	19	20	21	22	23	24
CaV13 FRET inh	-1	5	-4	-5	-13	-7	6	1
MC4R barr agon	-0.1	0.8	0.3	-1.8	-2.4	-2.3	-1.1	-1.4
aDG glyco up	0.0	0.3	-0.1	0.1	0.0	0.2	0.0	0.0
PDI turbidity	.	5	-3	-3	1	12	-6	-2
H9c2 protect	-15	3	-5	-1	12	2	2	6
MC4R antag cAMP	24	-4	6	10	3	-2	5	-16
Vif inh	-4	-7	5	-5	-14	-1	0	-2
ABCB6 inh MLPCN	99	97	101	98	97	103	105	111
N-glyco inh	-1	-2	1	2	5	-1	0	2
HTR2A ag	2	-3	3	2	4	-5	-2	-4

#25 CC(=O)Nc1ccc(-n2c(C)nc(=O)c(-c3ccccc3)c2C)cc1
#26 Cc1sc(NC(=O)C2CCCCC2C(=O)O)c(C(N)=O)c1-c1ccc(C(C)C)cc1 (stereo not drawn)
#27 Cc1ccc(C(C)C)cc1OCC(=O)NCCCn1ccnc1
#28 CN(CCCC(=O)Nc1ccc(Br)cc1F)S(=O)(=O)c1ccccc1
#29 CC1/C(=N/O)CC(c2ccco2)NC1c1ccco1 (stereo not drawn)
#30 Cc1cccc2cc(COC(=O)COc3ccccc3)c(=O)[nH]c12
#31 CC1CCCC(C)N1NC(=O)c1ccc(Cl)c(S(N)(=O)=O)c1 (stereo not drawn)
#32 Cc1ccc(-c2c[n+](=O)c3c(n2[O-])CCC3)cc1
compound no.	25	26	27	28	29	30	31	32
CaV13 FRET inh	.	.	-6	-5	-2	.	-4	-5
MC4R barr agon	-2.2	-1.2	0.2	-0.7	-0.6	1.5	-0.4	-0.5
aDG glyco up	0.2	-0.2	0.0	0.1	-0.1	-0.1	0.0	0.0
PDI turbidity	13	-1	2	-3	6	9	-9	-10
H9c2 protect	0	13	0	-4	3	9	12	-7
MC4R antag cAMP	-2	-4	1	10	2	-2	0	2
Vif inh	.	2	10	-20	-8	-1	-10&1	-5
ABCB6 inh MLPCN	107	103	105	97	104	101	101	94
N-glyco inh	-3	1	4	-1	2	-1	1	0
HTR2A ag	-2	0	-7	-10	7	0	-3	-2

The list goes on; the last 3 above are carried over.
#30 Cc1cccc2cc(COC(=O)COc3ccccc3)c(=O)[nH]c12
#31 CC1CCCC(C)N1NC(=O)c1ccc(Cl)c(S(N)(=O)=O)c1 (stereo not drawn)
#32 Cc1ccc(-c2c[n+](=O)c3c(n2[O-])CCC3)cc1
#33 O=C(COC(=O)c1ccccc1O)Nc1ccc(N2CCOCC2)cc1
#34 CC(C)c1ccc(NS(=O)(=O)c2ccc(-n3cccn3)cc2)cc1
#35 CC1CC(C)CN(CCCNS(=O)(=O)c2cc(Br)cc3c2N(C(=O)C2CC2)CC3)C1 (stereo not drawn)
#36 Cc1cccc(C2Nc3cccc4cccc(c34)N2)c1
#37 O=S(=O)(c1ccc2nc(N3CCN(c4ccc(F)cc4)CC3)ccc2c1)N1CCCCC1
#38 O=C1COc2ccc(-c3csc(=Nc4ccc(OC(F)F)cc4)n3CC3CCCO3)cc2N1 (stereo not drawn)
#39 COc1ccc(C(=O)N2CCOC2CNC(=O)C(=O)NCc2ccco2)cc1 (stereo not drawn)
#40 CCc1nc2ccc(C(=O)N3CCN(C(C)=O)CC3)cn2c1N(CCC(C)C)CCN(C)C
compound no.	30	31	32	33	34	35	36	37	38	39	40
CaV13 FRET inh	.	-4	-5	-2	-7	-4	-14	-6	-6	-2	-12
MC4R barr agon	1.5	-0.4	-0.5	-1.1	13*	0.4	-3.4	-0.3	-2.9	-0.8	-0.3
aDG glyco up	-0.1	0.0	0.0	0.0	0.1	-0.2	-0.1	-0.7	-0.1	0.7	0.8
PDI turbidity	9	-9	-10	3	3	12	-16	-2	2	3	18
H9c2 protect	9	12	-7	2	-8	1	-1	-1	-20	4	-6
MC4R antag cAMP	-2	0	2	-3	3	-2	-2	9	11	10	-2
Vif inh	-1	-10&1	-5	10	-2	-1	.	4	-13	-11	5
ABCB6 inh MLPCN	101	101	94	93	95	91	116	95	87	96	101
N-glyco inh	-1	1	0	1	0	3	1	-3	-4	1	1
HTR2A ag	0	-3	-2	1	-2	-9	-2	-1	-6	3	2

#41 COc1ccc(C(=O)CSc2n[nH]c(=O)[nH]c2=O)cc1
#42 Nn1c(SCC(=O)NNC(=O)c2ccccc2)nnc1-c1ccccc1F
#43 Cc1ccc(C(=O)COC(=O)CNC(=O)c2ccccc2)s1
#44 COc1ccc(C(=O)COC(=O)c2sc(C)nc2C)cc1F
#45 CCOc1ccc(CCNC(=O)CCCN2C(=O)c3ccccc3C2=O)cc1OCC
#46 CCC1=NN(C(=O)C(=O)Nc2ccc(Br)cc2)C(O)(C(F)(F)F)C1 (stereo not drawn)
#47 COc1ccc(C(=Cc2ccccc2[N+](=O)[O-])C(=O)O)cc1
#48 CCc1cccc(OCC(=O)Nc2ccc(C(=O)O)cc2NC(=O)COc2cccc(CC)c2)c1
#49 O=C(CCCn1c(=O)c2cccn2c2cccnc21)N1CCN(c2ccccc2F)CC1
#50 CCCCN(c1ccccc1)c1ncnc(N)c1[N+](=O)[O-]
compound no.	41	42	43	44	45	46	47	48	49	50
CaV13 FRET inh	-3	-7	-5	-6	-5	-3	-18	-5	-4	-8
MC4R barr agon	-2.5	-2.2	3.0	-1.1	-0.2	-2.1	-2.7	1.1	-1.9	-1.0
aDG glyco up	0.1	0.0	0.0	0.2	0.0	-0.4	-0.2	-0.2	1.2	0.0
PDI turbidity	-5	2	-1	-1	-2	4	1	-14	-2	-10
H9c2 protect	-5	2	-2	-2	6	-16	1	0	11	2
MC4R antag cAMP	-6	3	11	5	-5	-4	0	7	5	0
Vif inh	5	.	4	0	-2	-8	5	3	-4	-11
ABCB6 inh MLPCN	101	101	95	96	100	92	101	105	95	97
N-glyco inh	1	0	2	0	0	1	4	3	-2	-12
HTR2A ag	4	-4	2	3	-2	-7	3	2	4	2
